IEC-6 tox: cytotoxicity in IEC-6 intestinal epithelial cells, primary screen, cytotoxicity control for KLF5 inhibitor project, cell-based, luminescence; IEC-6 cytotoxicity, luminescence viability; AID 1825, 2009; inhibition, % at 5 µM; actives 0.78% (n = 290,000); in the data active means inhibition above about 22%;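 further: 0% = plate median of test compound wells and 100% = cytotoxic reference compound wells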
KLF5 inh: KLF5 expression inhibitors, primary screen, DLD-1 cells, luminescence; inhibition, % at 5 µM; DLD-1 KLF5 promoter-luciferase reporter; actives 0.23% (n = 290,000);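 active means inhibition above a per-plate limit of that plate's mean compound inhibition plus 3 SD, cut at about 60% in these data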;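 further: 0% = DMSO wells and 100% = LY294002 at 200 µM; higher means less KLF5 promoter-driven luciferase light; inactives centre near -14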
AI-2 QS mod: Vibrio harveyi AI-2 quorum sensing modulators, primary screen, JMH597 strain, luminescence/OD600 ratio; Vibrio harveyi JMH597 AI-2 luminescence/OD600 ratio, 9 h; active compounds read low; strain lacks LuxN and CqsS sensors; 0 = neutral-control median; activity change, % at 7.5 µM; actives 0.4% (n = 300,000); AID 2094, 2009; in the data active means activity change below about -75%, passing the limit was not always enough;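 further: luminescence divided by OD600 gain over 9 h not by final OD600 alone; inactives centre near 13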
HSF1 inhib: HSF1 inhibitors in luciferase reporter cells, primary screen, cell-based, NIH3T3, luminescence | NIH3T3-HGL HSE-luciferase, MG132-induced, luminescence 8 h; active compounds read low | activity change, negative = inhibition, % at 7.5 µM (by protocol) | AID 2098, 2009 | actives 0.77% (n = 300,000);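 active means more than half of replicate wells show activity change below -50%, luminescence cut by over half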;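 further: luciferase reports HSF-1 transcriptional activity via heat shock element; 0% = median of DMSO wells and -100% = zero luminescence signal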
HIF activator: HIF pathway transcriptional activators, primary screen, cell-based, U2OS HRE-luciferase, luminescence | U2OS HRE-luciferase reporter; normalized: DMSO 0%, desferrioxamine 100% | activation, % at 7.5 µM (by protocol) | actives 0.32% (n = 300,000);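 active means mean activation of at least 10% of the iron chelator positive control signal, with at least half of replicates also reaching 10%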
HSP90 refold inh: HSP90 inhibitors, primary screen, cell lysate, luminescence. Heat shock protein HSP 90 (rabbit reticulocyte lysate; luciferase refolding). Rabbit reticulocyte lysate, luciferase refolding luminescence, 3 h. inhibition, % at 5.6 µM. actives 0.91% (n = 290,000). AID 1789, 2009;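 active means inhibition above the screen-wide mean plus 3 SD, computed separately per campaign, cut at about 16% in these data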;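 further: 0% = DMSO wells and 100% = 60 µM geldanamycin wells; inhibitors lower the luminescence because luciferase stays unfolded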
HSF-1 act: HSF-1 activators, primary screen, NIH3T3-HGL cells, MG132 stress, luminescence, single point | NIH3T3-HGL HSF-1 luciferase reporter, 8 h; 100% = twice DMSO control signal | activation, % at 9 µM | actives 1.7% (n = 300,000) | AID 504408, 2011;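 active means mean replicate activation of at least 50% with a set share of replicates each reaching 50%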;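 further: 0% = median of the neutral control wells and 100% = twice that signal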
aSyn UTR inh: MLPCN primary screen, SNCA 5' untranslated region; alpha-synuclein 5'UTR reporter, inhibitor activity; inhibition, % (tested at 7.5 µM); actives 0.82% (n = 300,000); in the data active means inhibition above about 60%;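 further: H4 neuroglioblastoma cells stably carrying SNCA 5'UTR luciferase fusion; 0% = DMSO wells and 100% = positive control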
GSK3A inh: blockers of GSK3A enzyme activity – biochemical, luminescence, cell-free homogeneous, HTS, primary screen; inhibition, % at 10 µM; AID 2650, 2010; actives 0.1% (n = 320,000); Glycogen synthase kinase-3 alpha (Homo sapiens), P49840; GSK-3 alpha kinase, ADP-Glo luminescence, 60 min;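 in the data active means inhibition above about 50%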;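 further: GST-tagged GSK-3 alpha with peptide substrate and 25 µM ATP; 0% = DMSO neutral wells and 100% = GW8510 positive control wells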
Target sequence (P49840 whole entry, looked up): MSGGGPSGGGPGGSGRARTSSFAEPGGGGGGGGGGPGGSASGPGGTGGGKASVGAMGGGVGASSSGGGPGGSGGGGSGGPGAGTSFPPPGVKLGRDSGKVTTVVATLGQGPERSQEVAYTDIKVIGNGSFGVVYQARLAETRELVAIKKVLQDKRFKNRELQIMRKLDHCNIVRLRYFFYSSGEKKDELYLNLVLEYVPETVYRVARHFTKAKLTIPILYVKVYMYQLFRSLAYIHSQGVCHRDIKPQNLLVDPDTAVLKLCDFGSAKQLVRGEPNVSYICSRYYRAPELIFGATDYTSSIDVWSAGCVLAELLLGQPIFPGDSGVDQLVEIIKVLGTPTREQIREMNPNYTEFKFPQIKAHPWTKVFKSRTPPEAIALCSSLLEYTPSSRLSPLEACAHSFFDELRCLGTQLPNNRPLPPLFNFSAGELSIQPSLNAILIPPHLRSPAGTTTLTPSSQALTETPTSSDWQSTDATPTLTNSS
GSK3beta inhib: human GSK3beta kinase inhibitors, primary screen, biochemical, cell-free homogeneous, HTS | Glycogen synthase kinase-3 beta (Homo sapiens), P49841 | GST-GSK3beta kinase, ADP-Glo luminescence, 60 min; active compounds read low | activity score (negative = inhibition), % at 10 µM | actives 0.038% (n = 300,000);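 active means more than half of replicate wells score below -50%, meaning over 50% inhibition versus plate controls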;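 further: 0% = median DMSO wells and -100% = median GW8510 positive control wells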
Target sequence (P49841 whole entry, looked up): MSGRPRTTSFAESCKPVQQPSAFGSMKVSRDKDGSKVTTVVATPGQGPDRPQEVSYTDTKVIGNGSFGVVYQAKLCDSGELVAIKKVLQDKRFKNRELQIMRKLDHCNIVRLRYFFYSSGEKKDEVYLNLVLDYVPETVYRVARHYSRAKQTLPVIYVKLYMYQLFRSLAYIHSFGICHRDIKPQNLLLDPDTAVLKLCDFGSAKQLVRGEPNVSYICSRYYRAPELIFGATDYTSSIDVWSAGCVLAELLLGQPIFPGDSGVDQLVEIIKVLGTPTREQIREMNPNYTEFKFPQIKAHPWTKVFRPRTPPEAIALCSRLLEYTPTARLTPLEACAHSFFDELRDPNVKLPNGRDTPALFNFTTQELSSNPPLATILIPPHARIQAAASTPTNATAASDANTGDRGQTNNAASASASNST
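Assay system: GST-fused GSK3beta enzyme, cell-free / Medium: Tris pH 7.5 buffer with MgCl2, DTT, BSA, heparin / Also added: peptide substrate plus 25 µM ATP (final) / Compound: 10 µM single point / Timing: kinase reaction with compound 60 min at room temperature / Detection: ADP-Glo luminescence / Benchmarks: DMSO neutral wells and GW8510 at 20 µM as positive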
Starred values were filed as active, the others as inactive. This is a random part of the collection; 4.7% or so of the library scored in one or more.

For CS(=O)(=O)C1=NSC2=NC(=O)/C(=C\c3ccc(OC(=O)c4ccco4)c(Br)c3)C(=N)N21 the results were IEC-6 tox -3.3, KLF5 inh 4.5, AI-2 QS mod -4.1, HSF1 inhib -1.3, HIF activator -0.3, HSP90 refold inh 0.8, HSF-1 act 22.8, aSyn UTR inh 17.0, GSK3A inh 4.1 and GSK3beta inhib 0.7.
CCOC(=O)C(NC(=O)CC)(N1CCc2ccccc2C1)C(F)(F)F (stereo not drawn) was read as IEC-6 tox -6.8, KLF5 inh -20.6, AI-2 QS mod 0.0, HSF1 inhib -5.5, HIF activator -1.2, HSP90 refold inh 0.3, HSF-1 act -4.6, aSyn UTR inh 2.0, GSK3A inh 2.1 and GSK3beta inhib 0.7.
Screening COc1ccc2oc(=Nc3cccc(F)c3)c(C(N)=O)cc2c1 returned IEC-6 tox 1.2, KLF5 inh -15.3, AI-2 QS mod 8.9, HSF1 inhib 20.2, HIF activator 4.5, HSP90 refold inh 3.8, HSF-1 act 31.4, aSyn UTR inh -58.2, GSK3A inh -1.5 and GSK3beta inhib 2.4.
`O=C(NCCc1ccccc1)c1ccc(-c2ccccc2Cl)o1` gave IEC-6 tox -7.1, KLF5 inh 17.3, AI-2 QS mod 8.9, HSF1 inhib 11.7, HIF activator -0.1, HSP90 refold inh -3.8, HSF-1 act 25.2, aSyn UTR inh -29.8, GSK3A inh 1.5 and GSK3beta inhib 1.7.
Screening O=C(c1ccc(N2CCCC2)c([N+](=O)[O-])c1)N1CCc2ccccc2C1 returned AI-2 QS mod 23.3, HSF1 inhib 3.8, HIF activator 0.2, HSF-1 act 18.4, aSyn UTR inh -47.4, GSK3A inh -0.3 and GSK3beta inhib 13.6.
Screening CC(C(=O)Nc1ccccc1-c1ccccc1)N1CCCCC1 (stereo not drawn) returned IEC-6 tox -0.5, KLF5 inh -9.4, AI-2 QS mod 29.4, HSF1 inhib -14.0, HIF activator -0.3, HSP90 refold inh -5.5, HSF-1 act -7.3, aSyn UTR inh 19.9, GSK3A inh 2.1 and GSK3beta inhib -1.1.
For O=C(CNC(=O)c1ccccc1F)OCC(=O)N1CCCc2ccccc21 the results were IEC-6 tox 3.2, KLF5 inh 3.2, AI-2 QS mod 27.9, HSF1 inhib -5.0, HIF activator -0.9, HSP90 refold inh -4.4, HSF-1 act -9.8, aSyn UTR inh 3.3, GSK3A inh -0.7 and GSK3beta inhib 1.2.
O=C1Nc2cc(C(=O)NCCCN3CCCC3)ccc2S/C1=C/c1ccccc1F was read as IEC-6 tox 3.3, KLF5 inh -17.3, AI-2 QS mod -3.8, HSF1 inhib -7.7, HIF activator -0.1, HSP90 refold inh 1.4, HSF-1 act -7.4, aSyn UTR inh -106.0, GSK3A inh 42.0 and GSK3beta inhib -66.6*.
Screening Cc1cccc(NS(=O)(=O)c2ccc(Oc3ccccc3)cc2)n1 returned IEC-6 tox 6.3, KLF5 inh -11.8, AI-2 QS mod -89.3*, HSF1 inhib -2.6, HIF activator -1.3, HSP90 refold inh -1.7, HSF-1 act -2.3, aSyn UTR inh -10.1, GSK3A inh -0.6 and GSK3beta inhib 1.3.
CCc1cccc(CC)c1NC(=O)CO/N=C(\N)CC(=O)NC1CCCCC1 was read as IEC-6 tox -6.4, KLF5 inh 8.0, AI-2 QS mod 12.8, HSF1 inhib -3.8, HIF activator 0.0, HSP90 refold inh 1.9, HSF-1 act -8.5, aSyn UTR inh 17.3, GSK3A inh 1.0 and GSK3beta inhib 0.0.
Screening COC(=O)c1ccc(C(NC(=O)OCc2ccccc2)/C(C)=C/[C@@H](C)C(=O)NCc2ccc(-c3ccccc3)cc2)cc1 (stereo partly drawn) returned IEC-6 tox -3.1, KLF5 inh -11.1, AI-2 QS mod 4.0, HSF1 inhib -2.5, HIF activator -0.6, HSP90 refold inh 2.4, HSF-1 act 4.5, aSyn UTR inh 8.9, GSK3A inh -0.4 and GSK3beta inhib -6.4.
`COC(=O)Cc1n[nH]c(=S)[nH]c1=O` gave IEC-6 tox -5.9, KLF5 inh -10.5, AI-2 QS mod 10.2, HSF1 inhib -5.7, HIF activator -0.2, HSP90 refold inh 0.6, HSF-1 act -2.2, aSyn UTR inh 3.3, GSK3A inh -2.5 and GSK3beta inhib 5.7.
CC(C)CN1CCN(Cc2cc3ccccc3[nH]2)CC1CCO (stereo not drawn) was read as IEC-6 tox -3.4, KLF5 inh -20.8, AI-2 QS mod 15.8, HSF1 inhib 9.4, HIF activator 0.3, HSP90 refold inh -1.6, HSF-1 act -0.5, aSyn UTR inh 5.2, GSK3A inh -2.5 and GSK3beta inhib 4.3.
`Cc1[nH]c2ccccc2c1C(=O)CN1CCCC1` gave IEC-6 tox 2.4, KLF5 inh -18.6, AI-2 QS mod 21.4, HSF1 inhib -4.0, HIF activator -0.1, HSP90 refold inh -1.5, HSF-1 act 12.1, aSyn UTR inh -5.6, GSK3A inh -0.9 and GSK3beta inhib -0.2.
Screening CN(Cc1cnn(C)c1)S(=O)(=O)c1cccc([N+](=O)[O-])c1 returned IEC-6 tox 2.9, KLF5 inh 6.5, AI-2 QS mod 23.1, HSF1 inhib -8.2, HIF activator 1.8, HSP90 refold inh 0.3, HSF-1 act 10.6, aSyn UTR inh -2.2, GSK3A inh 1.6 and GSK3beta inhib 1.1.
`C/C(=N\NC(=O)c1cccc(N/N=C(\C)c2cc(O)ccc2O)c1)c1cc(O)ccc1O` gave IEC-6 tox -9.8, KLF5 inh -9.9, AI-2 QS mod 100.3, HSF1 inhib 25.5, HIF activator 0.6, HSP90 refold inh -1.7, HSF-1 act 64.3*, aSyn UTR inh -36.7 and GSK3beta inhib -3.7.
Screening COc1cc(-c2cc(C(=O)Nc3nc4ccccc4s3)c3ccccc3n2)cc(OC)c1OC returned IEC-6 tox 1.9, KLF5 inh 5.8, AI-2 QS mod 6.2, HSF1 inhib -6.9, HIF activator 1.0, HSP90 refold inh -0.4, HSF-1 act -6.8, aSyn UTR inh -65.3, GSK3A inh -0.5 and GSK3beta inhib -0.9.
Screening C=CCSC1=NC(N)=C(C#N)C2(CCCCC2)C1C(N)=O (stereo not drawn) returned IEC-6 tox 1.9, KLF5 inh -13.9, AI-2 QS mod 11.7, HSF1 inhib -0.5, HIF activator -0.2, HSP90 refold inh 1.5, HSF-1 act 4.6, aSyn UTR inh 3.6, GSK3A inh 0.8 and GSK3beta inhib -2.1.
Cc1c(C#N)c(N)nc2c3c(sc12)NC(=O)CC3c1ccc(Cl)cc1 (stereo not drawn) was read as IEC-6 tox 2.4, KLF5 inh -18.4, AI-2 QS mod 48.6, HSF1 inhib 18.9, HIF activator 0.0, HSP90 refold inh 2.0, HSF-1 act 39.5, aSyn UTR inh 47.5, GSK3A inh -1.2 and GSK3beta inhib 1.0.
`CC(=O)Nc1sc(NC(=O)c2ccc(C)cc2)nc1-c1cccs1` gave IEC-6 tox 1.4, KLF5 inh 6.3, AI-2 QS mod 19.6, HSF1 inhib -0.3, HIF activator 1.9, HSP90 refold inh 5.3, HSF-1 act -5.8, aSyn UTR inh -53.7, GSK3A inh 2.4 and GSK3beta inhib 1.1.
For COc1cc(NC2CCCCC2O)c2nc(-c3ccc(Cl)cc3)ccc2c1 (stereo not drawn) the results were IEC-6 tox 22.9*, KLF5 inh -51.8, AI-2 QS mod -3.8, HSF1 inhib 2.0, HIF activator 1.5, HSP90 refold inh 4.5, HSF-1 act 31.7, aSyn UTR inh -93.8, GSK3A inh 1.6 and GSK3beta inhib 1.5.
O=C(O)CCCC(=O)NCCc1ccncc1 was read as IEC-6 tox 1.7, KLF5 inh -0.2, HSF1 inhib 2.7, HIF activator -0.2, HSP90 refold inh 7.9, HSF-1 act -16.5, aSyn UTR inh 8.7 and GSK3A inh 1.3.
Screening COc1ccccc1NS(=O)(=O)c1ccc(N/N=C/c2c(C)nn(-c3ccccc3)c2N2CCCC2)c([N+](=O)[O-])c1 returned IEC-6 tox -1.4, KLF5 inh -7.0, AI-2 QS mod 28.3, HSF1 inhib -2.1, HIF activator -0.7, HSP90 refold inh -2.5, HSF-1 act -1.2, aSyn UTR inh 50.7, GSK3A inh -1.5 and GSK3beta inhib -7.6.
Cc1ccc(N2CC(C(=O)Nc3cc(Cl)ccc3-n3cncn3)CC2=O)cc1 (stereo not drawn) was read as AI-2 QS mod 17.9, HSF1 inhib -2.3, HIF activator 0.8, HSF-1 act -22.8, aSyn UTR inh 8.9, GSK3A inh -2.2 and GSK3beta inhib 1.8.
For COc1ccc(-n2ncc3c(=O)n(CC(C)=O)cnc32)cc1 the results were IEC-6 tox -4.7, KLF5 inh -27.0, AI-2 QS mod 19.6, HSF1 inhib -5.8, HIF activator 1.3, HSP90 refold inh -3.6, HSF-1 act -1.1, aSyn UTR inh -30.5, GSK3A inh -1.3 and GSK3beta inhib -0.6.
CCOC(=O)C1CCN(C(=O)c2ccc(OC3CCN(C(=O)CCOC)CC3)cc2)CC1 was read as IEC-6 tox -6.3, KLF5 inh -33.0, AI-2 QS mod 26.5, HSF1 inhib -3.4, HIF activator -0.1, HSP90 refold inh 2.5, HSF-1 act 2.1, aSyn UTR inh -18.7, GSK3A inh -1.9 and GSK3beta inhib 1.8.
`Cn1c(O)c(N=NC(=O)c2cc(-c3cccs3)nc3ccccc23)c2ccccc21` gave IEC-6 tox -4.0, KLF5 inh 11.1, AI-2 QS mod 15.0, HSF1 inhib -1.4, HIF activator -1.2, HSP90 refold inh 9.2, HSF-1 act 4.8, aSyn UTR inh 13.0, GSK3A inh -2.5 and GSK3beta inhib -0.3.

Random excerpt: two records from the list
For COc1ccc(-n2ncc3c(=O)n(CC(C)=O)cnc32)cc1 the results were IEC-6 tox -4.7, KLF5 inh -27.0, AI-2 QS mod 19.6, HSF1 inhib -5.8, HIF activator 1.3, HSP90 refold inh -3.6, HSF-1 act -1.1, aSyn UTR inh -30.5, GSK3A inh -1.3 and GSK3beta inhib -0.6.
CCOC(=O)C1CCN(C(=O)c2ccc(OC3CCN(C(=O)CCOC)CC3)cc2)CC1 was read as IEC-6 tox -6.3, KLF5 inh -33.0, AI-2 QS mod 26.5, HSF1 inhib -3.4, HIF activator -0.1, HSP90 refold inh 2.5, HSF-1 act 2.1, aSyn UTR inh -18.7, GSK3A inh -1.9 and GSK3beta inhib 1.8.

Source: PubChem BioAssay (several laboratories)
